Source: PubChem BioAssay
SKN-1 block – C. elegans SKN-1 inhibition. inhibition, % at 21.8 µM. actives 0.49% (n = 360,000). C. elegans VP596 Pgst-4::GFP/RFP ratio, acrylamide-induced, 24 h;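 active means interference check ratio from 0.5 to 1.5 plus GFP to RFP signal ratio inhibition reaching or exceeding a fixed threshold, cut at about 30% in these data, passing the limit was not always enough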; further: some compounds called inactive have numbers as strong as hits
PABP1 MLLE inh – blocks PAM2 peptide binding to the PABP1 MLLE domain. P11940. GST-MLLE / FITC-PAM2 fluorescence polarization. inhibition, % at 20 µM. actives 0.36% (n = 360,000). AID 588489; in the data active means inhibition above about 35%, passing the limit was not always enough;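 further: plate controls were DMSO wells with GST-MLLE for no effect and wells lacking GST-MLLE protein for full effect; some results filed as inactive read as strong as hits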
CSN deneddyl inh – CSN deneddylation inhibition; actives 0.38% (n = 360,000); Q92905; inhibition, % at 12.5 µM; Purified CSN, SCF-Nedd8-OG deneddylation, fluorescence polarization; AID 651999;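 active means pattern-corrected inhibition above about 35%, with an unprinted fluorescence ratio check between 0.5 and 1.5, limit read from the data, passing the limit was not always enough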;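 further: 0% = enzyme with substrate and 100% = substrate without enzyme; some results filed as inactive read as strong as hits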
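Detection – fluorescence polarization · System – HEK293T-derived human Csn5 enzyme · Controls – substrate-only high control, full reaction low control · Timing – 90 min, room temperature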
MT1-MMP act inh – blocks activation of human MT1-MMP; P50281; HT1080 RFP-PRO-GFP cells, GFP/RFP ratio fluorescence, overnight; percent of plate control window, DMSO zero; GFP/RFP ratio change, % at 20 µM; AID 651647; actives 0.061% (n = 360,000);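 active means GFP/RFP ratio change of at least 30% with cell ATP level not reduced by more than half and red fluorescence within 50% of control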; further: strong numbers were not always called active
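Assay system: HT1080 RFP-PRO-GFP cells. Benchmarks: DMSO vehicle wells and RFP-L50D-GFP reporter cell wells. Times: overnight cell settling, then overnight compound exposure, 37 °C, 5% CO2. Compound: 20 µM single dose, 1% DMSO. Read-out basis: GFP/RFP fluorescence ratio.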
NadD inh – blocks S. aureus nicotinate mononucleotide adenylyltransferase. purified NadD enzyme, colorimetric absorbance read-out. inhibition, % at 20 µM. actives 0.78% (n = 360,000). AID 602399; in the data active means inhibition above about 26%; further: some compounds past the cut are filed as inactive
FAS TE block – inhibitors of human fatty acid synthase thioesterase domain. actives 0.67% (n = 360,000). recombinant FAS-TE, OMFH fluorogenic substrate, fluorescence endpoint. AID 602261. inhibition, % at 15 µM. P49327;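 active means compounds whose normalised, plate-corrected inhibition of enzyme fluorescence in the single-dose primary screen is 50% or more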;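 further: 0% = DMSO with enzyme and 100% = substrate without enzyme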
Rpn11 inh – Rpn11 (human) deubiquitinase inhibition | AID 588493 | calls only at 20 µM | O00487 | human 26S proteasome, Ub4-pepOG fluorescence polarization; 20S core pre-blocked with epoxomicin | actives 0.59% (n = 360,000);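 active means inhibition at 20 µM, scaled to each plate's controls, above about 33%, limit read from the data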
Neddyl block – blocks human cullin neddylation; P61081+Q13564; TR-FRET cullin neddylation, biochemical; calls only at 25 µM; actives 0.58% (n = 360,000); in the data active means inhibition above about 36%
Rin1-Abl PPI inh – human Rin1-Abl interaction inhibition; TR-FRET Rin1/Abl binding, biochemical; actives 0.4% (n = 360,000); AID 588664; P00519+Q13671; inhibition, % at 7.35 µM; in the data active means inhibition above about 5%, passing the limit was not always enough
* = called active by the depositor; i = inactive; nt = not tested or not shown.

Sequence of screens – SKN-1 block | Neddyl block | Rin1-Abl PPI inh | NadD inh | Rpn11 inh | MT1-MMP act inh | PABP1 MLLE inh | CSN deneddyl inh | FAS TE block
Fc1cccc(Cc2noc(CN3CCN(C4CCc5ccccc5C4)CC3)n2)c1 (stereo not drawn)
    -8 | i | 2 | -2 | i | -1 | 3 | -7 | 9
O=C(O)c1ccccc1SCC(=O)N1CCOCC1
    4 | i | 4 | -2 | i | 4 | 9 | -9 | -8
O=C(NCC(=O)N(c1ccccc1)C(C(=O)NC1CCCCC1)c1cccnc1)c1ccco1 (stereo not drawn)
    -12 | i | 1 | 2 | i | 1 | -12 | 1 | -4
CC1CCCC(C)N1CCNC(=O)CCc1nnc2n(Cc3ccccc3)c(=O)c3ccccc3n12 (stereo not drawn)
    0 | i | -2 | 0 | i | -4 | -8 | -3 | 8
C/C(=N\NC(=O)c1cccs1)C(C)(C)C
    -11 | i | 0 | 3 | i | 0 | -7 | 0 | -7
Cc1ccccc1-c1nc(CN(C)C(C)c2ccon2)c(C)o1 (stereo not drawn)
    4 | i | -2 | 2 | i | 3 | 2 | -6 | -2
CN(Cc1nc2ccccc2c(=O)[nH]1)C(=O)c1ccc(S(=O)(=O)N(C)C)cc1
    16 | i | -1 | 0 | i | 15 | 1 | 0 | -3
O=C(CCNS(=O)(=O)c1ccccc1)N1CCCC1
    17 | i | -3 | -4 | i | 1 | 10 | -1 | -2
Cc1[nH]c2ccccc2c1/C=N/NC(=O)c1cc(-c2ccncc2)nc2ccccc12
    6 | i | -5 | 4 | i | -9 | -2 | 6 | 7
Cc1ccc(S(=O)(=O)NCC(=O)N(CC(=O)NCC2CCCO2)CC2CCCO2)cc1 (stereo not drawn)
    8 | i | -6 | -7 | i | 2 | 6 | 0 | 0
COCCCNS(=O)(=O)c1ccc2c3c(cccc13)C(=O)S2
    12 | i | 0 | -4 | i | 10 | 4 | -6 | 16
CC(=O)c1ccc(-n2nnnc2SCC(=O)Nc2cccc(NC(=O)c3ccco3)c2)cc1
    -1 | i | -1 | -1 | i | 0 | 9 | -1 | -4
Cc1ccccc1S(=O)(=O)Cc1ccc(C(=O)NC2CCCCCC2)o1
    -6 | i | -4 | -2 | i | nt | 3 | 2 | -2
CN(CCCC(=O)N1CCN(c2ncccn2)CC1)S(=O)(=O)c1ccc(F)cc1
    7 | i | 2 | -7 | i | 1 | 4 | -4 | -8
CC1=NNC(=O)C1CCC(=O)N/N=C(\C)c1ccc(Cl)cc1 (stereo not drawn)
    8 | i | -3 | -4 | i | 9 | -2 | 1 | -6
COC(=O)NNC(=O)c1cccc(C)c1
    10 | i | 0 | 6 | i | -1 | 16 | 0 | -8
Cc1nc2ncccn2c1-c1csc(Nc2ccc(S(N)(=O)=O)cc2)n1
    32 | i | -5 | -2 | i | 6 | 12 | 5 | -5
Cc1ccc(NC(=O)CN(C)S(=O)(=O)c2cccc3cccnc23)c(C)c1
    -2 | i | 0 | -3 | i | 3 | -4 | -3 | -3
C=CCSC1=C(C#N)C(c2ccccc2Cl)CC(=O)N1 (stereo not drawn)
    7 | i | -2 | -2 | i | 1 | 27 | -4 | -6
Cc1[nH]c2ccccc2c1C(=O)C(=O)N1CCN(C)CC1
    2 | i | -2 | 1 | i | 0 | 1 | -1 | -4
O=[N+]([O-])c1ccccc1S(=O)(=O)NCCSc1ccccc1
    -2 | i | -2 | -8 | i | -2 | -13 | 1 | 16
COc1ccc(-c2nnc3ccc(SCC(=O)Nc4nc5ccccc5s4)nn23)cc1OC
    6 | i | -4 | -10 | i | 5 | -1 | -8 | 3
CC(C)c1cc(C(=O)N2CCCC(N3CCN(c4ccccc4F)CC3)C2)nc(N)n1 (stereo not drawn)
    12 | i | -1 | 1 | i | 2 | -11 | 2 | -7
CN1C(=S)SC(N(O)C(=O)NC2CCCCC2)C1(C)C (stereo not drawn)
    2 | i | -2 | 1 | i | 6 | 12 | 3 | -5
CN(C)S(=O)(=O)c1cccc(NC(=O)c2cc(-c3cccs3)nc3ccccc23)c1
    2 | nt | -1 | 18 | i | 5 | -16 | 3 | 38
CCc1cc2c(=O)c(-c3nc4ccccc4n3C)c(COCC(=O)O)oc2cc1OC(=O)C(C)(C)C
    1 | i | -2 | 6 | i | 7 | 3 | 3 | -7
COc1cccc(C(=O)c2c[nH]c(C(=O)NCCCN(C)C)c2)c1
    -5 | i | 4 | 1 | i | 2 | -3 | 4 | -3
COC(=O)C1(CO)NC(c2ccc(C)cc2)C2C(=O)N(c3ccccc3)C(=O)C21 (stereo not drawn)
    9 | i | 0 | 0 | i | -3 | 7 | 1 | -6
Cc1cc(NC(=O)CSc2nnc(Nc3ccccc3)s2)no1
    -8 | i | -3 | -1 | i | 2 | -7 | 4 | -13
CCOC(=O)N1CCC(=NNc2ccc(S(N)(=O)=O)cc2[N+](=O)[O-])CC1
    4 | i | 0 | 1 | i | 0 | -3 | -5 | 5
O=C(Cn1cc([N+](=O)[O-])cn1)NCc1ccco1
    -8 | i | 1 | -2 | i | 1 | 16 | 0 | -1
CCOC(=O)C1(C(=O)OCC)C(C)CC(=O)N1c1ccccc1OC (stereo not drawn)
    5 | i | 2 | -1 | i | -8 | 29 | -2 | -6
COc1cc(C(O)c2nc(-c3cccs3)cs2)ccc1F (stereo not drawn)
    2 | i | -1 | -7 | i | 2 | -5 | 2 | 6
NS(=O)(=O)c1ccc(N/N=C/c2ccccc2C(=O)O)c([N+](=O)[O-])c1
    -8 | i | -3 | -10 | i | 12 | 13 | 2 | -4
CC(=O)c1nc(-c2ccccc2)sc1C
    13 | i | 3 | -6 | i | -2 | 6 | 6 | -4
O=C(NCc1cccs1)c1ccc([N+](=O)[O-])cc1
    4 | i | 0 | 6 | i | -1 | 11 | -9 | 3
CCOC(=O)c1[nH]cnc1C(=O)Nc1ccccc1
    20 | i | 2 | 0 | i | 3 | -40 | -1 | -3
O=C(CSc1nc2[nH]c(=O)cc(O)c2s1)Nc1ccc(Br)cc1
    -5 | i | 2 | 9 | i | 8 | -2 | -3 | -5
COc1ccc(NC(=S)N2CCN(CCN3C(=O)c4cccc5cccc(c45)C3=O)CC2)cc1
    -13 | i | -7 | -2 | i | -4 | -136 | -1 | -3
C[C@H]1CN(c2ccc(Br)cc2)C(=O)[C@@H]1CC(=O)Nc1ccccc1
    9 | i | -2 | -1 | i | 3 | 2 | 0 | 8

11 compounds from above, ordered by number of heavy atoms, rising.
Sequence of screens – SKN-1 block | Neddyl block | Rin1-Abl PPI inh | NadD inh | Rpn11 inh | MT1-MMP act inh | PABP1 MLLE inh | CSN deneddyl inh | FAS TE block
CC(=O)c1nc(-c2ccccc2)sc1C
    13 | i | 3 | -6 | i | -2 | 6 | 6 | -4
O=C(NCc1cccs1)c1ccc([N+](=O)[O-])cc1
    4 | i | 0 | 6 | i | -1 | 11 | -9 | 3
CCOC(=O)c1[nH]cnc1C(=O)Nc1ccccc1
    20 | i | 2 | 0 | i | 3 | -40 | -1 | -3
CN1C(=S)SC(N(O)C(=O)NC2CCCCC2)C1(C)C (stereo not drawn)
    2 | i | -2 | 1 | i | 6 | 12 | 3 | -5
O=[N+]([O-])c1ccccc1S(=O)(=O)NCCSc1ccccc1
    -2 | i | -2 | -8 | i | -2 | -13 | 1 | 16
O=C(CSc1nc2[nH]c(=O)cc(O)c2s1)Nc1ccc(Br)cc1
    -5 | i | 2 | 9 | i | 8 | -2 | -3 | -5
COc1cccc(C(=O)c2c[nH]c(C(=O)NCCCN(C)C)c2)c1
    -5 | i | 4 | 1 | i | 2 | -3 | 4 | -3
NS(=O)(=O)c1ccc(N/N=C/c2ccccc2C(=O)O)c([N+](=O)[O-])c1
    -8 | i | -3 | -10 | i | 12 | 13 | 2 | -4
CCOC(=O)N1CCC(=NNc2ccc(S(N)(=O)=O)cc2[N+](=O)[O-])CC1
    4 | i | 0 | 1 | i | 0 | -3 | -5 | 5
COC(=O)C1(CO)NC(c2ccc(C)cc2)C2C(=O)N(c3ccccc3)C(=O)C21 (stereo not drawn)
    9 | i | 0 | 0 | i | -3 | 7 | 1 | -6
CC(C)c1cc(C(=O)N2CCCC(N3CCN(c4ccccc4F)CC3)C2)nc(N)n1 (stereo not drawn)
    12 | i | -1 | 1 | i | 2 | -11 | 2 | -7

Other results
Sequence of screens – SKN-1 block | Neddyl block | Rin1-Abl PPI inh | NadD inh | Rpn11 inh | MT1-MMP act inh | PABP1 MLLE inh | CSN deneddyl inh | FAS TE block
COc1cccc(C(=O)Nc2cccc(-c3nc4ncccc4o3)c2C)c1
    9 | i | -4 | -3 | i | 5 | 2 | -5 | -6
COCCCNC(=S)NCCc1ccc(F)cc1
    0 | i | 0 | 5 | i | 1 | -19 | 6 | -5
O=C(/C=C/c1ccc(Cl)cc1)Nc1ccc(N2CCOCC2)cc1
    11 | i | -4 | -3 | i | 0 | 10 | -1 | 0
Cc1nc2ncnn2c(C)c1CCC(=O)NC(C)c1ccc2c(c1)OCCO2 (stereo not drawn)
    2 | i | -2 | 1 | i | 0 | -2 | -2 | -7
CCCCc1nc(NCc2ccccc2)c(C#N)c2c1CCCC2
    -5 | i | 2 | 11 | i | -5 | 19 | 3 | 34
Cc1ccc(NC(=S)Nc2ccc(S(=O)(=O)Nc3ncccn3)cc2)c(C)c1
    -3 | i | -4 | -5 | i | 0 | 8 | 1 | -7
Cc1ccc(S(=O)(=O)NC(=S)c2ccccc2)cc1
    -10 | i | -6 | 1 | i | nt | 26 | 0 | -9
O=C(O)C1CCCCC1C(=O)NCc1ccncc1 (stereo not drawn)
    13 | i | 3 | 2 | i | 3 | -5 | -9 | -8
O=C(c1c(F)cccc1F)N1CCN=C1SCc1ccccc1
    -6 | i | 0 | -6 | i | 2 | -1 | 0 | 7
COc1ccc(C(=O)NCC(=O)N2CCN(c3ncccn3)CC2)cc1OC
    9 | i | 3 | -4 | i | 1 | -12 | 1 | -10
CC(=O)NC(CC(=O)Nc1cccc(S(=O)(=O)N2CCCCC2)c1)c1ccccc1 (stereo not drawn)
    -2 | i | -2 | -9 | i | 4 | -9 | 5 | 1
CCCN1CCN(CCCNC(=S)Nc2ccc(F)cc2)CC1
    10 | i | 3 | -2 | i | -2 | 24 | 1 | -6
O=C(CCNC(=O)OCc1ccccc1)NC1CCCCC1
    1 | i | -2 | -2 | i | 1 | -7 | -1 | -4
O=C(O)C1(c2ccccc2)CCN(S(=O)(=O)c2ccc(Cl)s2)CC1
    -10 | i | 2 | -8 | i | -2 | 12 | -6 | -6
CC(=O)NC1(C(F)(F)F)N=C2SCCN2C1=O (stereo not drawn)
    -13 | i | 1 | 0 | i | 1 | 28 | 2 | -7
COc1cc2nc(CN3CCN(S(=O)(=O)c4ccc(Br)cc4)CC3)[nH]c(=O)c2cc1OC
    4 | i | 3 | 3 | i | -2 | 2 | -5 | 4
